# GIRK2 activator: GIRK2 channel activators by thallium flux; HEK293 GIRK2/NPY4 cells, thallium flux fluorescence; activation (% efficacy), % for hits at 37.5 µM; 34,000 tested, under 10 active; P48051;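 active = primary screen hit, no activity in plain HEK293 cells, and in GIRK2-only cells above 5% efficacy rising with concentration; inactive = the rest, including fluorescent compounds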;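 also: efficacy is normalized control-subtracted fluorescence 15 s after thallium addition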
# Target sequence (P48051 whole entry, looked up): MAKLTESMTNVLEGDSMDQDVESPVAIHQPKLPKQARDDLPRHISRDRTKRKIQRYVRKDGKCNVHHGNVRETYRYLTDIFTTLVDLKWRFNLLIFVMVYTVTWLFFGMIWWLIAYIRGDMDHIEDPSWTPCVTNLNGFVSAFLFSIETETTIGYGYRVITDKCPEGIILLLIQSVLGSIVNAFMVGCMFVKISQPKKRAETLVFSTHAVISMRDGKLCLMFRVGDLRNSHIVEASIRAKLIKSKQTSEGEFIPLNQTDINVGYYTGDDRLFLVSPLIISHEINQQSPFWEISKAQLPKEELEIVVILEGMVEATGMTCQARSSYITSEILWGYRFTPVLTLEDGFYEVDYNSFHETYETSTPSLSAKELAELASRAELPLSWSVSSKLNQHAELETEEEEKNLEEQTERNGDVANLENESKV
# Calls only; i = inactive. The list is partial; count on the stated rates, not on these rows.
SMILES,GIRK2 activator
COc1ccc(C)cc1S(=O)(=O)NCCNc1cc(N2CCOCC2)nc(C)n1,i
COc1ccc2nc(-c3ccc(OC)c(NC(=O)c4ccc(C)c(C)c4)c3)cn2n1,i
CCOc1ccc(S(=O)(=O)NCC2COC3(CCCCC3)O2)cc1 (configuration not stated),i
CSc1ccccc1NC(=O)C(=O)NCCn1ccnc1C,i
O=C(NCC(O)c1ccc(C(F)(F)F)cc1)c1c(F)cccc1Cl (configuration not stated),i
COc1ccc(C(=O)NCCN2CCC(c3cccs3)CC2)cc1OC,i
CCOc1ccc2ccccc2c1C(=O)N(Cc1cccn1C)C1CC1,i
Cn1c(-c2ccccc2)nn(CCNC(=O)c2cccs2)c1=O,i
COc1ccc(CNC(=O)Cn2nc(C(=O)N3CCN(C)CC3)cc2C)cc1,i
O=C(Nc1cccc(N2CCCC2=O)c1)c1c(F)cccc1F,i
O=C(c1cccc(NS(=O)(=O)c2ccccc2)c1)N1CCN(c2ccccc2)CC1,i
O=C(NCc1cccs1)c1coc(NC(=O)c2ccco2)n1,i
O=C(Nc1ccccc1F)c1cc2cc(Cl)ccc2oc1=O,i
O=C(NCc1ccsc1)c1cc2ccccc2oc1=O,i
COc1nn(C)cc1C(=O)NCC1CCN(S(C)(=O)=O)CC1,i
O=C(Cn1cnc2ccccc2c1=O)Nc1onc2c1CSC2,i
Cc1cc(NC(=O)Oc2ccccc2)ccc1N1CCCC1=O,i
Cc1c(C(=O)N(C(=O)N2CCCCC2)c2cccc(Cl)c2)cccc1[N+](=O)[O-],i
CCOc1cccc2sc(N(Cc3ccccn3)C(=O)c3ccn(C)n3)nc12,i
Cn1nc(-c2cccc(NC(=O)c3cccc4ccccc34)c2)ccc1=O,i
CSc1cccc(NC(=O)NC2(c3nc(-c4ccsc4)no3)CCCCC2)c1,i
O=C(NCc1ccc2c(c1)OCO2)C(=O)NCc1ccc(F)cc1F,i
CS(=O)(=O)N1CCCc2ccc(NC(=O)C(=O)NCC3CCCO3)cc21 (configuration not stated),i
COCCn1c(SCC(=O)c2ccc(Cl)cc2)nnc1-c1cn(C)nc1OC,i
Cn1cccc1C(CNC(=O)C(=O)Nc1ccc(OC(F)(F)F)cc1)N1CCOCC1 (configuration not stated),i

# Further entries follow:
SMILES,GIRK2 activator
COc1ccc(CC(=O)NCC(c2cccs2)N2CCOCC2)cc1OC (configuration not stated),i
CN1C(=O)CCc2cc(NC(=O)CSc3ccc(F)cc3)ccc21,i
COC(=O)c1ccc2c(=O)n(CC(=O)NCc3ccc4c(c3)OCO4)c(=S)[nH]c2c1,i
COc1ccc(Cl)cc1C(=O)NC1CNC(=O)C1 (configuration not stated),i
CCNc1cc(C)nc(NCCNC(=O)Nc2cc(Cl)ccc2OC)n1,i
O=C(NCc1ccc(F)cc1)C(=O)NCC1CCN(Cc2ccccc2)CC1,i
COc1ccc(NC(=O)CN2CCN(C(C)=O)CC2)cc1,i
COc1ccc(CCNC(=O)Cc2cc(-c3ccccc3)on2)cc1,i
COc1ccc(OC)c(NC(=O)Cc2cc(-c3ccc(Cl)cc3)on2)c1,i
CC(=O)c1ccc(NC(=O)CSc2ncc(-c3ccc(F)cc3)o2)cc1,i
Cc1ccc(C)c(OCCn2c(C(C)NC(=O)c3ccco3)nc3ccccc32)c1 (configuration not stated),i
CC(=O)c1cccc(NC(=O)c2ccc(=O)n(Cc3cccc(C(F)(F)F)c3)c2)c1,i
CCc1nnc(-c2cccc(OCC(=O)NC)c2)o1,i
O=C(Cc1cc(-c2ccc3c(c2)OCO3)on1)Nc1ccc(F)c(Cl)c1,i
Cc1ccc(C(CNC(=O)C(=O)Nc2cc(C)nc3ccccc23)N(C)C)cc1 (configuration not stated),i
COc1ccccc1NC(=O)C(=O)NCC1(O)CCCC1,i
Cc1cn(C)nc1C(=O)N1CCN(c2nc3ccc(S(C)(=O)=O)cc3s2)CC1,i
NC(=O)CSc1nc(-c2ccccc2)c(NC(=O)c2cccc(Cl)c2)s1,i
CS(=O)(=O)N1CCN(C(=O)CCCn2nc(-c3ccc(F)cc3)ccc2=O)CC1,i
NC(=O)Cn1nc(-c2ccc(Cl)cc2)ccc1=O,i
CCCC(=O)Nc1nc(-c2ccc(C)cc2)c(C)s1,i
O=C(Cc1cccs1)NNC(=O)c1ccc(=O)n(Cc2ccc(Cl)cc2)c1,i
COc1ccc(C(=O)Nc2cc(C3CC3)nn2-c2nc(C(C)C)cc(=O)[nH]2)cc1OC,i
COc1ccccc1C(=O)NCCS(=O)(=O)N1CCN(c2ncccn2)CC1,i
O=C(CCc1csc(NS(=O)(=O)c2ccccc2)n1)NCC1CCCCC1,i

# Later entries
SMILES,GIRK2 activator
O=C(c1csc(NS(=O)(=O)c2ccccc2)n1)N1CCc2ccccc21,i
COc1ccc(S(=O)(=O)NCC2CCN(Cc3cc(C)oc3C)CC2)cc1Cl,i
CCc1ccc(N2C(=O)N(CC(=O)NCc3ccc(OC)cc3)c3ccccc3S2(=O)=O)cc1,i
C=CCn1c(=S)[nH]c2scc(-c3ccccc3)c2c1=O,i
CC(C)(C)C(=O)Nc1sc2c(c1C#N)CCN(Cc1ccccc1)C2,i
Cc1c(C)n2c3c(=O)n(Cc4c(F)cccc4Cl)c(=O)n(C)c3nc2n1CCN1CCOCC1,i
O=C(Nc1onc2c1CSC2)C1(c2cccs2)CCCC1,i
COc1cc(C(=O)Nc2cc3c4c(c2)CCC(=O)N4CCC3)cc(OC)c1OC,i
O=C(NCC1CCN(Cc2ccco2)CC1)c1ccc(Cl)c(Cl)c1,i
Cc1cccc2sc(NC(=O)c3ccc(=O)n(Cc4ccccc4Cl)c3)nc12,i
O=C1CN(c2ccccc2NC(=O)NCCCc2ccccc2)CCN1,i
CCc1ccc(S(=O)(=O)N2CCN(Cc3nnnn3-c3ccc(F)cc3)CC2)s1,i
O=C(Nc1ccc(OC(F)(F)F)cc1)c1ccc(S(=O)(=O)NCc2cccs2)o1,i
O=C(CCN1C(=O)c2ccccc2S1(=O)=O)Nc1nc2ccc([N+](=O)[O-])cc2s1,i
Cc1ccsc1C(O)CNC(=O)C1(c2cccs2)CCCC1 (configuration not stated),i
O=C(Nc1ccc2cn[nH]c2c1)C1CN(C(=O)c2cnccn2)C1,i
Cc1c(Cl)cccc1S(=O)(=O)NCC1CCN(c2ccccn2)CC1,i
Cc1cccc(OCC(O)Cn2c(C3CC3)nc3ccccc32)c1 (configuration not stated),i
Cc1nc2ccccn2c(=O)c1NC(=O)Nc1ccc(F)c(Cl)c1,i
Cn1ccnc1N1CCN(C(=O)c2ccccc2SC(F)F)CC1,i
Cc1ccc(NC(=O)C(=O)NCC2CCN(C(C)C)CC2)cc1F,i
COc1ccc(-c2cc(C(=O)O)[nH]n2)c(OC)c1,i
Cc1cc(NC(=O)c2cccc(S(=O)(=O)C(C)C)c2)n(C)n1,i
COc1ccc2nc(-c3ccc(C)c(NC(=O)Cc4ccc(F)cc4)c3)cn2n1,i
Cc1ccc(-n2nnc(C(=O)NC3CCS(=O)(=O)C3)c2C)cc1C (configuration not stated),i

# Rewritten with each value named: part of the list above
> O=C(CCN1C(=O)c2ccccc2S1(=O)=O)Nc1nc2ccc([N+](=O)[O-])cc2s1
  GIRK2 activator: i
> O=C(Nc1onc2c1CSC2)C1(c2cccs2)CCCC1
  GIRK2 activator: i
> Cc1c(C)n2c3c(=O)n(Cc4c(F)cccc4Cl)c(=O)n(C)c3nc2n1CCN1CCOCC1
  GIRK2 activator: i

# Three compounds drawn at random from those above:
SMILES,GIRK2 activator
CCc1ccc(N2C(=O)N(CC(=O)NCc3ccc(OC)cc3)c3ccccc3S2(=O)=O)cc1,i
Cc1cccc(OCC(O)Cn2c(C3CC3)nc3ccccc32)c1 (configuration not stated),i
O=C(Nc1ccc2cn[nH]c2c1)C1CN(C(=O)c2cnccn2)C1,i

# (cont.)
SMILES,GIRK2 activator
COc1ccc(SCC2CCN(C(=O)c3ccccc3Br)CC2)cc1,i
O=C1N=C(N2CCOCC2)SC1=C1CCCCC1,i
COc1ccccc1C(=O)NCC(c1cccs1)N(C)C (configuration not stated),i
Cc1ccc(S(=O)(=O)N2CCN(c3ccc4nnc(C)n4n3)CC2)cc1C,i
O=C(Cn1nc(C(=O)Nc2ccccc2)ccc1=O)NCCc1ccccc1,i
COc1cc(NS(C)(=O)=O)ccc1N1CCCC1=O,i
CCOc1ccccc1NC(=O)N1CCN(c2ncnc3c2nnn3CC)CC1,i
Cc1ccc(NS(=O)(=O)c2ccccc2F)cc1N1CCCC1=O,i
COc1ccc(CCC(=O)N(Cc2ccsc2)C2CC2)cc1,i
Cc1ccc(CC(=O)Nc2ccc(O)c(-c3nc4ccccc4s3)c2)cc1,i
COc1ccc(CC(=O)Nc2cc(C)nn2-c2nc(-c3ccc(OC)c(OC)c3)cs2)cc1,i
Cc1nn(C2CCS(=O)(=O)C2)c2nc(-c3ccco3)cc(C(=O)N3CCN(C)CC3)c12 (configuration not stated),i
COc1ccc(CC(=O)NCCNC(=O)c2ccc(NC(C)=O)cc2)cc1,i
CCNc1nn(CC(=O)Nc2cccc(CC)c2)c(N)c1-c1nc(-c2ccccc2C)no1,i
CN1CCN(CC(O)COc2ccc(C34CC5CC(CC(C5)C3)C4)cc2)CC1 (configuration not stated),i
O=C(NCC1CCN(C(=O)Oc2ccccc2)CC1)Nc1cccs1,i
COc1cc(OC)cc(C(=O)Nc2c(C)cccc2C(C)C)c1,i
COc1cccc(OC)c1C(=O)NCCS(=O)(=O)N1CCN(Cc2ccccc2)CC1,i
Cc1noc(C)c1CCC(=O)NCCn1nc(-n2cccn2)ccc1=O,i
CC1CN(CC(O)COc2ccc(C3CCCCC3)cc2)CC(C)O1 (configuration not stated),i
O=C(Cc1ccc(NS(=O)(=O)/C=C/c2ccccc2)cc1)NCC(F)(F)F,i
O=C(Nc1ccc(CC(=O)N2CCCC2)cc1)C1CCCC1,i
Cc1cc(C)c2c(n1)sc1c(N3CCN(CCO)CC3)ncnc12,i
COCc1nc2ccccc2n1CC(O)COc1ccc(C)c(C)c1 (configuration not stated),i
Cc1cccc(C(=O)Nc2ccc3ncsc3c2)c1,i

# Following part.
SMILES,GIRK2 activator
CC(=O)Nc1ccc(NC(=O)CSc2nnnn2-c2cccc(C)c2)cc1,i
CCOCCCNC(=O)c1c(N)n(CC(C)C)c2nc3ccccc3nc12,i
Cn1cccc1C(O)CNC(=O)c1cccc2ccccc12 (configuration not stated),i
CCc1nnsc1C(=O)Nc1c(C(=O)Nc2cccc(Cl)c2)oc2ccccc12,i
O=C(Cc1csc(Nc2cccc(C(F)(F)F)c2)n1)NCc1cccs1,i
COc1cn(CC(=O)Nc2ccc(F)cc2)c(CSc2nc(C)cc(C)n2)cc1=O,i
CCOc1ccc2nc(N(CCCN(C)C)C(=O)c3ccnn3C(C)C)sc2c1,i
COc1cc(NS(=O)(=O)c2cccs2)ccc1N1CCCCC1=O,i
COc1cc(C(=O)NCC(C)(O)c2ccc(-c3ccccc3)cc2)cc(OC)c1OC (configuration not stated),i
Cc1ccc(Nc2nc(C(=O)N3CCN(S(C)(=O)=O)CC3)cs2)c(C)c1,i
O=C(Nc1ccc(Cl)cc1[N+](=O)[O-])c1ccc(Br)cc1,i
CC1CCN(S(=O)(=O)c2ccc(-c3nc(C#N)c(NCCCn4ccnc4)o3)cc2)CC1,i
O=C(O)c1ccc2c(c1)ncn2C1CCCCC1,i
COC(=O)C12CC3CC(CC(NC(=O)c4ccc(Cn5ccnc5)cc4)(C3)C1)C2,i
CCCCN(C)S(=O)(=O)c1ccc(C(=O)Nc2cc(C)nn2C)cc1,i
CC(C)(Oc1ccc(Cl)cc1)C(=O)NCC1CCN(C(=O)c2cc3ccccc3o2)CC1,i
COc1ccc(F)cc1S(=O)(=O)NCc1cnn2ccccc12,i
CCc1nnc(NC(=O)CSc2nc(=O)n(CCO)c3c2CCCC3)s1,i
CS(=O)(=O)N1CCC(CNC(=O)c2nc3ccccc3s2)CC1,i
CS(=O)(=O)c1ccc(CC(=O)Nc2nnc(Cc3cccs3)o2)cc1,i
O=C(N1CCC(Cn2cccn2)CC1)C1(c2ccc(Cl)cc2)CCCC1,i
Cc1c(C(=O)NCC(C)C)c(C(F)(F)F)nn1C(C)C,i
CC(CN1CCCCC1)C(=O)O (configuration not stated),i
O=C(CSC1=NC2(CCCC2)Nc2ccccc21)Nc1ccc(F)cc1F,i
COc1ccc(CC(=O)Nc2ccc(N3CCCCC3=O)c(OC)c2)cc1,i

# Continued, starting with the last 2 of the part before.
SMILES,GIRK2 activator
O=C(CSC1=NC2(CCCC2)Nc2ccccc21)Nc1ccc(F)cc1F,i
COc1ccc(CC(=O)Nc2ccc(N3CCCCC3=O)c(OC)c2)cc1,i
COc1ccc(-c2nn(-c3ccccc3)cc2/C=C(\C#N)c2[nH]nc(N)c2C#N)cc1,i
COc1cn(CC(=O)Nc2ccccc2)c(CSc2nnc(C)s2)cc1=O,i
O=C(CCSc1ccccc1)N1CCC(c2nnc(-c3ccco3)s2)CC1,i
Cc1ccc(NC(=O)NCC(O)(c2cccs2)C2CC2)cc1C (configuration not stated),i
COc1ccc(C)cc1NC(=O)Cn1nc(C(=O)Nc2ccccc2)ccc1=O,i
COc1cn(CC(=O)NCc2ccco2)c(CSc2nc(C)cc(C)n2)cc1=O,i
N#Cc1c(NC(=O)CCCS(=O)(=O)c2ccccc2)sc2c1CCCCC2,i
Cc1cccc(S(=O)(=O)NCC(C)(O)c2ccc3c(c2)OCO3)c1 (configuration not stated),i
Cc1ccc(N2C=C(C#N)S(=O)(=O)c3ccc(Cl)cc32)c(C)c1,i
COc1ccccc1S(=O)(=O)N1CCC(Cn2cnc3ccccc32)CC1,i
Cc1cc(NC(=O)c2ccc(S(=O)(=O)N3CCOCC3)cc2)on1,i
CC(C)(C)n1nc2c(c1-n1cccc1)CN(C(=O)C1COc3ccccc3O1)C2 (configuration not stated),i

# Some of the entries above in a different format.
Compound | GIRK2 activator
Cc1ccc(N2C=C(C#N)S(=O)(=O)c3ccc(Cl)cc32)c(C)c1 | i
COc1ccccc1S(=O)(=O)N1CCC(Cn2cnc3ccccc32)CC1 | i
Cc1cc(NC(=O)c2ccc(S(=O)(=O)N3CCOCC3)cc2)on1 | i
CC(C)(C)n1nc2c(c1-n1cccc1)CN(C(=O)C1COc3ccccc3O1)C2 (configuration not stated) | i

# Source: PubChem (Vanderbilt University)
